MPTP inh – mitochondrial permeability transition pore inhibitors, primary screen, biochemical, isolated mouse mitochondria, absorbance; AID 602449, 2012; Ca2+ swelling absorbance, 30 min; actives 1.4% (n = 360,000); inhibition, % at 10 µM;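 active = inhibition of 50% or more, scaled per plate between neutral and stimulator controls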;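 note: 0% = DMSO wells given calcium and 100% = 1 mM EGTA wells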
GRIN3A LBD mod – binders of NR3A ligand-binding domain, primary screen, biophysical, differential scanning fluorimetry, uHTS; NR3A LBD differential scanning fluorimetry, Tm shift; 0% = protein alone, 100% = glycine-bound protein; Tm shift relative to glycine control, % at 25 µM; actives 2.5% (n = 340,000); AID 1259313, 2017;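 active = melting temperature shift of at least 10% of the positive control shift, at one fixed dose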
* marks the source's active call; other numbers are inactive results. Not all compounds are listed. The share of hits here may be higher or lower than overall.

#1 COc1ccc(C(=O)NCC(c2ccccc2)c2ccccc2)cc1S(=O)(=O)N1CCOCC1
#2 CCCCN1CC(Br)C(=O)NC1=O (stereo unspecified)
#3 O=[N+]([O-])c1ccc(N/N=C/c2ccc[nH]2)cc1
#4 COC(=O)c1cc(=O)c2ccc(OC)cc2o1
#5 CCOC(=O)C1CCNC(=O)C1=O (stereo unspecified)
#6 COc1ccc(C2(C)C(C#N)C(=O)NC(=O)C2C#N)cc1 (stereo unspecified)
#7 CN(N=Cc1cccc2cccnc12)c1ccc([N+](=O)[O-])cc1[N+](=O)[O-]
#8 COc1ccc(CCNc2cc(C)nc(N)n2)cc1OC
#9 Cc1ccc(S(=O)(=O)NCCC(=O)NCCc2ccccc2)cc1
#10 COc1cc(/C=C(\C#N)c2ccccn2)ccc1OCc1ccccc1Cl

Assay by compound | 1 | 2 | 3 | 4 | 5 | 6 | 7 | 8 | 9 | 10
MPTP inh | -0.9 | 0.2 | 9.7 | 0.1 | -3.0 | 0.6 | 3.0 | -1.7 | -0.8 | 2.5
GRIN3A LBD mod | 0.1 | 1.5 | 25.1* | 0.5 | 2.4 | -0.2 | -0.3 | 1.3 | -2.2 | -0.1

#11 CC(=O)OCC(=O)C1(O)CCC2C3CCC4C(OC(C)=O)C(=O)CCC4(C)C3C(=O)CC21C (stereo unspecified)
#12 COc1ccc(-c2c(C(F)(F)F)oc3cc(OCC(=O)Nc4ccccc4C(F)(F)F)ccc3c2=O)cc1OC
#13 Nc1ccc(S(=O)(=O)c2ccc(N)nc2)cc1
#14 COc1ccc(C2=CCCC2)c(OC)c1
#15 O=C(Nc1ccccc1C(=O)N1CCOCC1)c1cccc(S(=O)(=O)N2CCCC2)c1
#16 O=C(c1ccccc1)N(c1ccccc1)c1ccccc1O
#17 N#CCCN(NC(=O)OCc1ccccc1)C(=O)OCc1ccccc1
#18 O=CNC1c2ccccc2CCc2ccccc21
#19 COc1ccc(-c2cc(=O)c3c(OC)c(OC)c(OC)c(OC)c3o2)cc1
#20 CC(C)(C)C(=O)Nc1cc2nn(-c3ccccc3)nc2cc1Cl

Assay by compound | 11 | 12 | 13 | 14 | 15 | 16 | 17 | 18 | 19 | 20
MPTP inh | 1.9 | 0.0 | -1.0 | -0.8 | -1.4 | 0.1 | -2.6 | -1.3 | 0.3 | -1.6
GRIN3A LBD mod | 1.6 | 1.6 | -1.3 | -0.2 | -0.7 | -1.4 | -1.4 | 0.5 | -5.0 | 0.8

One compound at a time, as listed above. Values in the order: MPTP inh, GRIN3A LBD mod
O=C(Nc1ccccc1C(=O)N1CCOCC1)c1cccc(S(=O)(=O)N2CCCC2)c1 in the list: -1.4, -0.7
CC(C)(C)C(=O)Nc1cc2nn(-c3ccccc3)nc2cc1Cl in the list: -1.6, 0.8
COc1ccc(-c2c(C(F)(F)F)oc3cc(OCC(=O)Nc4ccccc4C(F)(F)F)ccc3c2=O)cc1OC in the list: 0.0, 1.6
O=CNC1c2ccccc2CCc2ccccc21 in the list: -1.3, 0.5
N#CCCN(NC(=O)OCc1ccccc1)C(=O)OCc1ccccc1 in the list: -2.6, -1.4

Other structures:
#21 COc1cc([N+](=O)[O-])cc(/C=C2/SC(=S)N(Cc3ccccc3)C2=O)c1O
#22 COc1cc(C(=O)NC2CCN(C)CC2)ccc1Nc1ncc2c(n1)N(C1CCCC1)CCC(=O)N2C(C)C
#23 Nc1c(-c2ccccc2)cnc2cc(-c3ccccc3)nn12
#24 NC1=NC(=O)C(=Cc2ccccc2)S1
#25 Cc1ccc(CNc2ncnc3c2cnn3C2CCCCO2)cc1 (stereo unspecified)
#26 CCOc1ccccc1-c1cc(C(=O)N/N=C/c2ccc3c(c2)OCO3)c2ccccc2n1
#27 COc1ccc(-c2ccc3c(c2)[C@@H]2C[C@H]4[C@@H](C(=O)N2CC3)[C@H](C)ON4C)cc1
#28 CC(C)(C)c1ccc(/C=C/C(=O)N2CCCCC2)cc1
#29 O=C1c2[nH]c(=O)[nH]c(=O)c2CN1Cc1ccccc1
#30 O=C1CCN(Cc2ccccc2)C=C1C(=O)c1ccccc1

Assay by compound | 21 | 22 | 23 | 24 | 25 | 26 | 27 | 28 | 29 | 30
MPTP inh | 17.2 | 2.1 | 0.8 | 2.3 | -0.1 | 1.8 | 0.3 | 1.2 | -0.4 | -0.3
GRIN3A LBD mod | 4.7 | -2.3 | -18.4 | -1.0 | -1.9 | -4.4 | -0.5 | -2.0 | -2.3 | 0.2

#31 O=C(OCc1cc(=O)c(OC(=O)c2ccccc2)co1)c1ccccc1
#32 Cc1c(C(c2cc(O)ccc2O)c2c(C)n(C)n(-c3ccccc3)c2=O)c(=O)n(-c2ccccc2)n1C
#33 CN(C(=S)Nc1cccnc1)c1ccc(O)cc1
#34 O=C(N/N=C/c1ccc(Cl)c([N+](=O)[O-])c1)c1ccc2c(c1)OCCO2
#35 Cc1cc2nc3c(=O)[nH]c(=O)[nH]c3nc2c([N+](=O)[O-])c1N
#36 Cc1cccc2c1c1ccc3c(c1n2C)C(=O)C=CC3=O
#37 CN(C)C(=O)c1ccc(-c2nnc(OCc3nc4ccccc4n3C)c3ccccc23)cc1
#38 O=c1ccn([C@@H]2O[C@H](CNCc3ccc(-n4cccn4)cc3)[C@@H](O)[C@H]2O)c(=O)[nH]1
#39 Cc1cccc(N=C2NC(=O)/C(=C/C=C/c3ccco3)S2)c1C
#40 O=C1c2ccc(Br)cc2C(=O)N1c1ccc(Cc2ccncc2)cc1

Assay by compound | 31 | 32 | 33 | 34 | 35 | 36 | 37 | 38 | 39 | 40
MPTP inh | 0.2 | -0.9 | 0.2 | 2.5 | 1.8 | -0.2 | 1.1 | -1.6 | 3.1 | 102.5*
GRIN3A LBD mod | 1.1 | -2.2 | 0.6 | -2.5 | -2.1 | -12.4 | -0.5 | 0.3 | 0.3 | -0.4

#41 CC(C)N1CCN(S(=O)(=O)c2ccccc2)c2ccccc21
#42 CC(=O)N1CCN(S(=O)(=O)c2cccc(C(=O)OCC(=O)Nc3c(Cl)cccc3C(F)(F)F)c2)CC1
#43 Cc1ccc2c(c1)[nH]c1c(=O)n(CCN3CCNCC3)cnc12
#44 COc1ccc(OC)c(CN2CCN(C(=O)c3ccc(C)c(S(=O)(=O)Nc4ccccc4OC)c3)CC2)c1
#45 Cc1cc(OCc2nc(N)nc(N)c2-c2ccc(Cl)c(Cl)c2)ccc1[N+](=O)[O-]
#46 Nc1ccc2c(c1)C(=NO)c1cc([N+](=O)[O-])ccc1-2
#47 COc1cc(C(=O)NC2CCN(C)CC2)ccc1Nc1ncc2c(n1)N(CCc1ccccc1)CCC(=O)N2C
#48 Cc1ccc(S(=O)(=O)N2CCN(C(=O)c3cc(S(=O)(=O)N4CCOCC4)ccc3Cl)CC2)c(C)c1
#49 CC(/C=N\NC(=O)CN1CCN(S(=O)(=O)c2ccc(C)cc2)CC1)=C\c1ccccc1
#50 CCCC(=O)n1nc(-c2cccnc2)nc1NCc1ccc(OC)cc1

Assay by compound | 41 | 42 | 43 | 44 | 45 | 46 | 47 | 48 | 49 | 50
MPTP inh | 1.6 | -1.5 | -0.4 | -0.3 | 2.0 | 1.0 | -1.8 | 0.2 | 0.0 | 0.1
GRIN3A LBD mod | -1.2 | -1.2 | -3.5 | -3.1 | 5.3 | 28.1* | -2.8 | 12.0* | -11.6 | -0.6

#51 CC(=NNC(=O)c1ccncc1)c1ccccc1Cl
#52 CC(C)=CCc1ccc(O)c(=O)cc1C(C)C
#53 COc1ccc(/C=C2/CSC/C(=C/c3ccc(OC)c(OC)c3)C2=O)cc1OC
#54 Cc1ccccc1Cn1c(=N)n(CC(=O)c2ccc([N+](=O)[O-])cc2)c2ccccc21
#55 c1ccc2sc(N3CCCCC3)nc2c1
#56 Cn1c(=O)c2c(nc(OC3CCCCCC3)n2C)n(C)c1=O
#57 N#C/C(=C/c1ccc(-c2ccc([N+](=O)[O-])cc2)o1)C(=O)Nc1nc(-c2cccs2)cs1
#58 O=C1c2c(Cl)c(Cl)c(Cl)c(Cl)c2C(=O)N1c1nccs1
#59 O=C(c1cccc(Cl)c1)N1CCC2CC1c1cc(N3CCOCC3)ccc12 (stereo unspecified)
#60 CN(C(=O)c1cccc(NC(=O)Cc2cccc(NC(=O)C3CCN(S(=O)(=O)c4cccc([N+](=O)[O-])c4)CC3)c2)c1)C1CC1

Assay by compound | 51 | 52 | 53 | 54 | 55 | 56 | 57 | 58 | 59 | 60
MPTP inh | 0.1 | 8.0 | 1.4 | 5.3 | -0.3 | -1.9 | 2.3 | -1.4 | -1.6 | -0.3
GRIN3A LBD mod | 0.1 | -5.2 | -1.4 | -10.0 | -3.0 | -1.4 | 3.8 | 0.5 | 1.0 | 4.4

Of the compounds above, these have a cyano group:
#6 COc1ccc(C2(C)C(C#N)C(=O)NC(=O)C2C#N)cc1 (stereo unspecified)
#10 COc1cc(/C=C(\C#N)c2ccccn2)ccc1OCc1ccccc1Cl
#17 N#CCCN(NC(=O)OCc1ccccc1)C(=O)OCc1ccccc1
#57 N#C/C(=C/c1ccc(-c2ccc([N+](=O)[O-])cc2)o1)C(=O)Nc1nc(-c2cccs2)cs1

Assay by compound | 6 | 10 | 17 | 57
MPTP inh | 0.6 | 2.5 | -2.6 | 2.3
GRIN3A LBD mod | -0.2 | -0.1 | -1.4 | 3.8

Other compounds
#61 Cc1nn(-c2ccc(Cl)cn2)c2c1C(=O)CC(C)(C)C2Br (stereo unspecified)
#62 Cn1c(=O)[nH]c(N)c(Br)c1=O
#63 CC(C)c1ccc(C(C(C(=O)c2ccccc2)N2CCOCC2)N2CCOCC2)cc1 (stereo unspecified)
#64 Cn1c(=O)c2sccc2n2c(CCCC(=O)NCc3ccc4c(c3)OCO4)nnc12
#65 CCCCNC1(C#N)CCN(Cc2ccccc2)CC1
#66 CC(=O)Nc1cc2c(cc1Br)-c1ccccc1C2
#67 CC(=O)Nc1ccc(NCc2ccc(-c3ccccc3)cc2)cc1
#68 O=C1CN(N=Cc2ccco2)C(=O)N1
#69 CC(=O)c1cccc(N/C=C\C(=O)c2ccc(C)cc2)c1
#70 CON(C)C(=O)/C=C/c1ccc([B-](F)(F)F)cc1

Assay by compound | 61 | 62 | 63 | 64 | 65 | 66 | 67 | 68 | 69 | 70
MPTP inh | 2.4 | -1.4 | 1.0 | -0.3 | 2.2 | -0.1 | 1.0 | -1.9 | 1.4 | -1.4
GRIN3A LBD mod | 1.6 | -1.9 | -0.8 | -2.1 | 3.1 | 0.7 | -2.2 | 0.5 | -7.9 | 0.9

#71 CSc1nc2[nH]c(=O)[nH]c2c(=O)[nH]1
#72 O=C1C=CC2(O[C@H](c3ccccc3)[C@@H](c3ccccc3)O2)[C@H](Sc2ccccc2O)C1
#73 c1ccc2c(c1)nc1n2CCC1
#74 CC(=O)Nc1c(Cl)cc2c(c1Cl)Cc1ccccc1-2
#75 CC1CC(C)(C)CC2(C1)NC(=O)N(CC(=O)Nc1cc(C(F)(F)F)ccc1N1CCCCC1)C2=O (stereo unspecified)
#76 O=S(=O)(CCN1CCOCC1)c1ccccc1
#77 Cc1ccc(NC(=O)c2ccc(Cl)c(S(=O)(=O)N3CCc4ccccc43)c2)nc1
#78 CC(CNCCCn1ccc(NC(=O)OCc2ccccc2)nc1=O)c1ccccc1 (stereo unspecified)
#79 Cc1ccc(NC(=O)CS(=O)CC(=O)Nc2ccc(N3CCOCC3)cc2)cc1Cl (stereo unspecified)
#80 CN(C=O)c1cc([N+](=O)[O-])ccc1OCc1ccccc1

Assay by compound | 71 | 72 | 73 | 74 | 75 | 76 | 77 | 78 | 79 | 80
MPTP inh | -0.1 | -2.6 | -0.9 | -1.4 | -2.0 | -1.3 | 0.4 | -0.3 | 1.0 | -1.0
GRIN3A LBD mod | -0.8 | -3.0 | 1.3 | -1.1 | -1.4 | -0.3 | -2.2 | -0.5 | -2.2 | -1.6

#81 COc1ccc(S(=O)(=O)NCC(c2cccnc2)N2CCN(c3ccc(F)cc3)CC2)cc1C (stereo unspecified)
#82 CC(=O)Nc1ccc(NC(=O)C(C)N(C)CC(=O)Nc2ccccc2Br)cc1 (stereo unspecified)
#83 COc1ccc(OC)c(NC(=O)C2CC(=O)N(CCc3ccc(F)cc3)C2)c1 (stereo unspecified)
#84 CN1C[C@@H]2[C@@H]3C(=O)N(Cc4ccccc4)C(=O)[C@@H]3[C@](C)(C1=O)N2C(=O)c1ccc(C(F)(F)F)cc1
#85 C=C1c2nc3ccccc3n2C=C(c2ccc(C)cc2)N1c1ccccc1
#86 Cc1cc(C)nc(SCc2ccc(C(=O)NNC(=O)Nc3cccc(Cl)c3)cc2)n1
#87 CCC12CCC3c4ccc(O)cc4CCC3C1CC(O)C2O (stereo unspecified)
#88 N#CC(C#N)=C1C=CC=CN1/C(=C\c1ccco1)C(=O)c1ccccc1
#89 COC(=O)C1OCOC2C(C(=O)OC)OCOC12 (stereo unspecified)
#90 CC(C)n1c(CNC(=O)c2ccccc2F)nnc1SCC(=O)NC1CCCCC1

Assay by compound | 81 | 82 | 83 | 84 | 85 | 86 | 87 | 88 | 89 | 90
MPTP inh | 0.8 | 0.6 | -2.2 | -0.9 | 1.3 | 2.9 | 0.0 | 0.2 | -0.1 | -0.9
GRIN3A LBD mod | -0.4 | 1.6 | -2.6 | -0.2 | -8.5 | 9.7 | -1.4 | 0.6 | -7.3 | -1.3

#91 COc1cccc(/C=N/NC(=O)C(=O)N/N=C/c2cccc(OC)c2O)c1O
#92 CC1=CC2(C#N)C3(N=C(N)C2(C#N)C(c2ccccc2)N1)OCCO3 (stereo unspecified)
#93 COc1ccccc1NC(=O)c1ccc(NC(=O)COC(=O)C2CCCO2)cc1 (stereo unspecified)
#94 COc1ccccc1-n1cnc2c(c1=O)c1nc3ccccc3nc1n2-c1ccc(C)c(C)c1

Assay by compound | 91 | 92 | 93 | 94
MPTP inh | 0.8 | 3.7 | 2.0 | 0.3
GRIN3A LBD mod | 1.1 | -0.1 | 0.5 | -1.7

Compound activity deposited in PubChem BioAssay by Sanford-Burnham Center for Chemical Genomics.
